LmPK inh = blocks Leishmania mexicana pyruvate kinase activity | Potency, µM (titrated, usually from 57.5 µM), inactives show top-dose activity change, negative = inhibition, hits mostly inhibitors | Q27686 | purified LmPK, Kinase-Glo ATP luminescence, 1 h | hit rate 0.37% among 290,000; note: potency is the fitted concentration of half-maximal effect; % is set by controls: 0 for no effect and ±100 for the full control effect
Target sequence (Q27686 whole entry, looked up): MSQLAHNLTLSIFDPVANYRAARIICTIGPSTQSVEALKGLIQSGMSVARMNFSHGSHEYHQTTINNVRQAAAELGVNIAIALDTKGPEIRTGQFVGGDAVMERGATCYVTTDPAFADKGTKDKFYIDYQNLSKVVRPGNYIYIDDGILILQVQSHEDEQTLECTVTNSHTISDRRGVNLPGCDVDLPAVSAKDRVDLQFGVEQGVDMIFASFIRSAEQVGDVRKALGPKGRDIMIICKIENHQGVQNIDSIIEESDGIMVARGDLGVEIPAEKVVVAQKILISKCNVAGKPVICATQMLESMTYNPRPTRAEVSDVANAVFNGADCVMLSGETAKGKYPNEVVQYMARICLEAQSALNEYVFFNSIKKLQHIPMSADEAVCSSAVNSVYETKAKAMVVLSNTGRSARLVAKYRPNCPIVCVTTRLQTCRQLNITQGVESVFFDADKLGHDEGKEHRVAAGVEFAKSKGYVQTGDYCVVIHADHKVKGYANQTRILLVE
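In 50 mM imidazole pH 7.2 with 7 mM MgCl2, LmPK (0.1 nM) turned over PEP (0.5 mM) and ADP (0.1 mM) for 1 h at room temperature. Luciferase read-out of ATP.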
Pf growth 48h = P. falciparum growth inhibition at 48 hours (one generation) | hit rate 5.9% among 310,000 | AID 504832 | Potency, µM (highest dose often 28.7 µM), for the others: top-dose activity change, negative = inhibition, most hits filed as inhibitors | P. falciparum luciferase growth in erythrocytes, 48 h; note: potency is the fitted concentration of half-maximal effect; % is set by controls: 0 for no effect and ±100 for the full control effect
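In quantitative HTS format, infected erythrocytes bearing luciferase-reporter parasites were treated for a single generation at 37 C. Luminescence after adding detection reagent served as the growth measure.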
TbPYK inhibitor = T. brucei pyruvate kinase inhibition; Q57TT1; TbPYK enzyme, Kinase-Glo Plus ATP luminescence, 45 min; Potency, µM (highest dose often 76.8 µM), for inactives: at the top dose activity, negative = inhibition, most hits filed as inhibitors; hit rate 0.12% among 410,000; AID 624173; note: potency is the fitted concentration of half-maximal effect; % is set by controls: 0 for no effect and ±100 for the full control effect; nearly all actives have a fitted effect of over 50% in size
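TbPYK + substrate in 50 mM TEA pH 7.2, 100 mM KCl, 10 mM MgCl2, 0.05% BSA, 0.01% Tween-20; cpd pinned; ADP 130 uM final; 45 min RT; Kinase-Glo Plus 10 min; luminescence endpoint.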
Shiga inhibitor = blocks Shiga toxin action in Vero cells | Vero cells, Shiga toxin protein synthesis inhibition reporter | inhibition, % at 38.7 µM | hit rate 9.2% among 290,000; in the data active = inhibition mostly above about 28%, no sharp cut-off; inactive = mostly below about 43%; note: 0% is about no effect
AMA1-RON2 inh = disrupts binding of P. falciparum AMA1 to RON2 | AID 720542 | hit rate 0.2% among 360,000 | AlphaScreen AMA1-biotinylated RON2 peptide binding | Potency, µM (series often up to 58.2 µM), for inactives: at the top dose activity change, negative = inhibition, most hits filed as inhibitors;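 note: potency is the fitted concentration of half-maximal effect; 0% = vehicle wells and -100% = peptide control; nearly all actives have a fitted effect of over 45% in size; some results filed as inactive show a strong effect at the top dose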
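AMA1 (3D7) with his tag at 25 nM final met compounds first, then biotinylated RON2 peptide at 25 nM; detection used donor plus acceptor beads, 10 µg/mL apiece, read by AlphaScreen after 30 min at room temperature.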
CHX counter = counter-screen hit for Shiga toxin inhibitors, cycloheximide; cell reporter, cycloheximide protein synthesis inhibition counterscreen; max response, %; hit rate 12% among 300,000; in the data active = max response mostly above about 13%, no sharp cut-off; inactive = mostly below about 14%; note: read at 38.3 µM for the half of the compounds with a filed dose; 0% is about no effect
Pf growth 96h = P. falciparum growth inhibition at 96 hours. P. falciparum luciferase reporter growth, 96 h. Potency, µM (highest dose often 28.7 µM), for inactives: top-dose activity change, negative = inhibition, hits mostly inhibitors. hit rate 6.9% among 320,000. AID 504834; note: potency is the fitted concentration of half-maximal effect; % is set by controls: 0 for no effect and ±100 for the full control effect
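Delayed-death screen, second-generation endpoint: infected erythrocytes, 2% hematocrit, 0.05% parasitemia final; 96 hours at 37 C, 5% CO2; luciferase detection reagent; luminescence decrease equals reduced growth.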
Active calls of the source: *; i = inactive; ? = inconclusive; . = not tested or not shown; [ ] = remark or other dose. Unless noted, calls come from the whole dose curve; as a rule, active = well fitted curve in the direction sought with a large enough effect; inconclusive = small, poorly fitted or top-dose-only effect, or another doubt; inactive = no such curve, though single readings can be large; an effect the other way counts as inactive or inconclusive.

SMILES	AMA1-RON2 inh	CHX counter	LmPK inh	Shiga inhibitor	Pf growth 48h	Pf growth 96h	TbPYK inhibitor
Cc1ccc(-c2nc3ncccc3o2)cc1NC(=O)c1sc2ccccc2c1Cl	10%	-3	2%	10	9%	1%	0%
CCOC(=O)C1CCN(C(=O)CNC(=O)c2nn(-c3ccc(OC)cc3OC)c(=O)c3ccccc23)CC1	10%	2	-2%	44	?	-21%	0%
Cc1nc2ccccc2nc1OCc1cccc([N+](=O)[O-])c1	-13%	-4	5%	-6	1%	18%	1%
CCCN(CC(=O)c1cc(C)n(C)c1C)S(=O)(=O)c1cccc(C(F)(F)F)c1	-11%	-2	-3%	13	-46%	2%[5.75 µM]	-11%
COc1ccc(CCN2C(=O)CC(Cc3ccccc3)C2=O)cc1OC (centres undefined)	-11%	-2	0%	-15	-3%	6%	15%
Cc1ccc(S(=O)(=O)N2CCN(C(=O)COC(=O)c3ccccn3)CC2)c(C)c1	10%	.	.	.	1%	7%	-5%
CC(C)CNC(=S)NNC(=O)c1ccc2c(c1)OCO2	29%	-4	5%	-12	25%	.	-2%
CC(C)N(C(=O)CSc1nc2c([nH]1)c(=O)n(C)c(=O)n2C)c1ccccc1	-1%	2	-1%	-2	-18%	?	-10%
CC(C)CC(=O)c1c[nH]c(C(=O)NCc2cccnc2)c1	0%	1	-4%	-7	10µM*	?	-5%
O=C(Nc1cccc(Br)c1)c1cc2ccccc2o1	2%	92*	?	106*	311%[activator]	i	-2%
CC(=O)N1CCN(S(=O)(=O)c2cccc(C(=O)Nc3ccc4c(c3)OCO4)c2)CC1	-5%	15	1%	32	-20%	?	-1%
CN(c1ccc(C(=O)NCCSCc2c(F)cccc2Cl)cc1)S(C)(=O)=O	16%	-10	1%	-7	-14%	39%	-20%
O=C(/C=C/c1ccc(OCCCF)cc1)NCc1ccc(Cl)c(Cl)c1	-9%	-2	3%	-6	?	?	-7%
CCN(CC)CCNC(=O)CCc1c(C)nc2c(c(C)nn2-c2ccc(C)c(C)c2)c1C	-9%	-3	-1%	-5	13µM*	23%	3%
COC(=O)[C@H](C)NC(=O)NCc1ccco1	12%	-3	3%	-10	0%	21%	3%
CCOC(=O)C1=C(C)Nc2nc3ccccc3n2C1c1cccs1 (centres undefined)	-26%	-4	6%	-9	?	-14%	-2%
CCCS(=O)(=O)N1CCCC(C(=O)NCCN(C)Cc2ccccc2)C1 (centres undefined)	-6%	5	4%	-2	29%	.	3%
CC(C)(C)C(=O)CSc1ccc(S(=O)(=O)N2CCCC2)cn1	0%	.	.	.	-9%	?	-13%
COc1ccc(Cl)cc1NC1=NCC(C)S1 (centres undefined)	5%	-3	4%	10	2%	-9%	1%
CCN(CC)S(=O)(=O)c1ccc(N/N=C/c2ccc(OC)c(OC)c2OC)nc1	12%	2	-1%	9	?	?	-11%
COc1cccc(CNC(=O)C(=O)NCCC2CCCCN2S(=O)(=O)c2cccs2)c1 (centres undefined)	-21%	.	.	.	?	?	1%
CCN(CC)c1ccc(NC2CC(=O)N(CCc3ccc(OC)cc3)C2=O)cc1 (centres undefined)	-20%	-2	3%	2	4.7µM*	1.9µM*	-24%
CC(C)CN1C2CCCC1CC(NC(=O)c1ccc([N+](=O)[O-])cc1)C2 (centres undefined)	0%	4	-1%	15	-5%	?	-14%
COc1ccc2c(c1)OC(O)(C(F)(F)F)CC2=O (centres undefined)	4%	27	1%	-1	?	?	0%
O=C(CCNS(=O)(=O)c1ccc(Cl)cc1)N1CCOCC1	3%	-4	2%	-8	5%	?	1%

Reformatted: entries from further up
COc1ccc(Cl)cc1NC1=NCC(C)S1 (centres undefined)
  AMA1-RON2 inh: 5%
  CHX counter: -3
  LmPK inh: 4%
  Shiga inhibitor: 10
  Pf growth 48h: 2%
  Pf growth 96h: -9%
  TbPYK inhibitor: 1%

CCN(CC)S(=O)(=O)c1ccc(N/N=C/c2ccc(OC)c(OC)c2OC)nc1
  AMA1-RON2 inh: 12%
  CHX counter: 2
  LmPK inh: -1%
  Shiga inhibitor: 9
  Pf growth 48h: ?
  Pf growth 96h: ?
  TbPYK inhibitor: -11%

COc1cccc(CNC(=O)C(=O)NCCC2CCCCN2S(=O)(=O)c2cccs2)c1 (centres undefined)
  AMA1-RON2 inh: -21%
  CHX counter: .
  LmPK inh: .
  Shiga inhibitor: .
  Pf growth 48h: ?
  Pf growth 96h: ?
  TbPYK inhibitor: 1%

CCN(CC)c1ccc(NC2CC(=O)N(CCc3ccc(OC)cc3)C2=O)cc1 (centres undefined)
  AMA1-RON2 inh: -20%
  CHX counter: -2
  LmPK inh: 3%
  Shiga inhibitor: 2
  Pf growth 48h: 4.7µM*
  Pf growth 96h: 1.9µM*
  TbPYK inhibitor: -24%

New compounds follow:
SMILES	AMA1-RON2 inh	CHX counter	LmPK inh	Shiga inhibitor	Pf growth 48h	Pf growth 96h	TbPYK inhibitor
CN(C)c1ccc(N=Nc2cccc(F)c2)cc1	8.9µM*	41*	-8%	96*	189%[activator]	142%[activator]	4%
COc1ccc(C(=O)C2CCCN(Cc3cn[nH]c3-c3ccc(F)cc3)C2)cc1OC (centres undefined)	-2%	-2	0%	12	-7%	6%	-4%
Cc1ccc(S(=O)(=O)NCCCCCC(=O)Nc2ccccc2)cc1	12%[2.32 µM]	-2	4%	-13	-14%	?	-5%
NC(=O)C1CCN(C(=O)COc2ccc3ccccc3c2Br)CC1	-3%	6	0%	13	8%	-3%	-5%
CC(=O)Nc1nnc(-c2c(-c3ccccc3Cl)noc2C)o1	11%	-2	2%	-10	20%	28%	3%
COc1ccc(NC(=O)N2CCC(C(=O)c3ccc(F)cc3)CC2)cc1	25%	9	-1%	8	-16%	31%[activator]	-13%
O=c1nc2sc3ccccc3n2c(=O)n1-c1ccc(Cl)cc1	-2%	29*	1%	22	?	0%	7%
NNC(=O)CNC(=O)c1ccc(F)cc1	27%	1	-4%	9	15%	?	2%
COc1cccc(N2CCN(c3ncccn3)CC2)c1	-4%	60*	-5%	45*	98%[activator]	.	0%
CCOC(=O)CC1(NC(=O)C2CCC(=O)N(Cc3ccccc3F)C2)CCCCC1 (centres undefined)	4%	16	-1%	14	-2%	-3%	-15%
Cc1ccnc(NS(=O)(=O)c2ccc(NC(=O)c3ccc(C)o3)cc2)n1	-8%	-3	9%	-4	-13%	-22%	-5%
O=C(CN1CCCCCC1)Nc1ccc(Cl)cc1F	-22%	9	3%	2	25%	39%[activator]	-12%
CN(C(=O)c1ccc(COc2ccccc2Cl)o1)c1ccccc1	16%	15	2%	17	?	?	3%
COc1ccccc1OCC(=O)N/N=C1\CCCCc2ccccc21	9%	17*	5%	19	?	?	2%
CCOC(=O)C1CCCN(C2=NC(=O)/C(=C/c3ccc(OC)c(OC)c3)S2)C1 (centres undefined)	17%	-4	1%	-7	-10%[0.00184 µM]	?	-2%
Fc1ccc2nc(C3CCN(Cc4nc(CC5CC5)no4)CC3)[nH]c2c1	-15%	15*	2%	8	?	22%	2%
COc1ccccc1/C=C/C(=O)OCC(=O)N1c2ccccc2CC1C (centres undefined)	17%	.	.	.	-22%	-13%	-8%
CCC(C)(C)NC(=O)C(OC(=O)c1cc2sccc2n1C)c1ccc(OC)cc1 (centres undefined)	-9%	2	2%	50	-13%	?	2%
ClC(Cl)(Cl)c1nc2ccccc2n2nncc12	20%	-3	2%	-6	0.33µM*	?	-1%
CCC(C)NC(=O)CN1C(=O)c2cccc3cccc1c23 (centres undefined)	-4%	-3	0%	-16	10%	?	-21%
COc1ccc(-c2noc(-c3ccccc3C(=O)NCc3ccco3)n2)cc1	-9%	15*	-2%	17	50%[activator]	1%[5.75 µM]	-1%
CC(C)C(=O)Nc1nnc(-c2ccco2)s1	4%	29*	-4%	95*	36%[activator]	30%	-5%
COc1ccc(N(CC(=O)Nc2ccc(F)cc2)S(=O)(=O)c2ccccc2[N+](=O)[O-])c(OC)c1	-6%	-1	-3%	-14	?	8%	1%
O=C(NN=C1CCCCCC1)c1cccnc1	75%[activator]	31*	4%	84*	8%	15%	0%
Cc1ccc(NC(=O)CCC(=O)N/N=C/c2ccc(O)cc2)cc1	14%	0	-8%	28	10%	21%	-4%

(list continues)
SMILES	AMA1-RON2 inh	CHX counter	LmPK inh	Shiga inhibitor	Pf growth 48h	Pf growth 96h	TbPYK inhibitor
CN(C)C(=O)c1cc(C(=O)c2ccc(F)cc2F)c[nH]1	-5%	16*	-2%	102*	43%[activator]	88%[activator]	-5%
CCC1CCCCN1C(=O)c1cc(COc2ccc3ncccc3c2)on1 (centres undefined)	-2%	-3	1%	3	-14%	?	-8%
C#Cc1ccc(CN2CCN(CCCc3ccccc3)C(CCO)C2)cc1 (centres undefined)	-4%	-3	-2%	.	-19%	?	3%
Nc1[nH]n2c(=O)cc(-c3ccccc3)nc2c1N=Nc1ccccc1	10%	-5	0%	-8	?	?	-6%
C=CCn1c(SCC(=O)NCc2ccco2)nc2sc3c(c2c1=O)CCCC3	-5%	-5	-1%	-5	.	?	-1%
COc1ccc(N2C(=S)NC3c4cc(Cl)ccc4OC2(C)C3C(=O)N(C)C)cc1 (centres undefined)	56%[activator]	-1	0%	-7	-1%	?	3%
Cc1ccc(S(=O)(=O)CCC(=O)Nc2nnc(-c3cccs3)o2)cc1	98%[activator]	.	.	.	-8%	?	-3%
C=C(C)CSc1nnc2n(Cc3ccccc3)c(=O)c3c4c(sc3n12)CCC4	11%	1	3%	8	-20%	?	1%
COc1ccc(OC)c(NC2=NC3(CCCC3)N=C(N)N2)c1	2%	2	-5%	13	-22%	.	3%
CC1(C)N=C(SCC(=O)Nc2ccc(Cl)cc2)C(c2ccccc2)=N1	9%	-4	1%	-15	.	.	-3%
Cc1ccccc1NC(=O)c1ccccc1NC(=O)Cc1cccc2ccccc12	0%	-3	-2%	-1	-20%	24%	1%
CC(C)C(c1nnnn1C1CCCC1)N1CCC(C(N)=O)CC1 (centres undefined)	0%	1	6%	-13	3%	29%	-1%
Cn1cnc(S(=O)(=O)NC2CCN(Cc3c(F)cccc3Cl)CC2)c1	-6%	-3	-1%	-12	82%[activator]	0%	-5%
CNP(=S)(NC)OCCOc1ccc(OC)cc1	2%	5	-2%	38	11%	8%	0%
Nc1nccc(-c2nn(-c3ccc(Cl)cc3)ccc2=O)n1	-2%	-1	0%	-2	20%	10%	5%
CCOC(=O)c1ccccc1NC(=O)COC(=O)CSc1ccccc1	10%	.	.	.	0%	80%[activator]	-1%
COc1ccc(/C=C2\C(=O)N(c3c(Cl)cc(Cl)cc3Cl)N=C2NC(=O)c2cccc([N+](=O)[O-])c2)cc1	63%[activator]	-1	1%	-15	1%	14%	?
CCCCn1c(N)c(N(CCOC)C(=O)C2CCN(S(=O)(=O)c3ccc(Cl)cc3)CC2)c(=O)[nH]c1=O	11%	-3	-4%	-3	75%[activator]	?	6%
CCOC(=O)N1CCN(C(=O)N2CCOCC2)CC1	12%	-2	0%	3	3%	-7%	-8%
Cc1c(C(C)CCCO)oc(=O)c2c1Oc1c(C)c(C(C)C[C@@H](C)O)oc(=O)c1C2 (some centres undefined)	3%	.	.	.	-39%	-32%	-4%

Assay outcomes: PubChem BioAssay, National Center for Advancing Translational Sciences (NCATS)
